ELG1 genotox: qHTS screen for small molecules that induce genotoxicity in human embryonic kidney (HEK293T) cells expressing luciferase-tagged ELG1. HEK293T ELG1-luciferase reporter, luminescence, 16 h. Potency, µM (top dose mostly 46 µM), inactives show top-dose activity change, positive = activation, usual class: activators. 330,000 compounds, 1.3% hits. AID 504466, 2011; note: potency is the fitted concentration of half-maximal effect; % of control where 0% means no effect; nearly all actives have a fitted effect of over 60% in size
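16 hr compound incubation (37 °C, 5% CO2) of HEK293T cells carrying luciferase-tagged ELG1; luciferase then measured by ONE-Glo luminescence after 30 min at RT.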
Eya2 phos inh: qHTS Assay for Inhibitors of the Phosphatase Activity of Eya2. 330,000 compounds, 0.006% hits. recombinant Eya2, OMFP fluorescence dephosphorylation (OMFP is methylfluorescein phosphate). Potency, µM (titrated, usually from 76.9 µM), inactives show top-dose activity, negative = inhibition, actives largely listed as inhibitors. AID 488837, 2010; note: potency is the fitted concentration of half-maximal effect; % is set by controls: 0 for no effect and ±100 for the full control effect
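Eya2 (0.2 uM) preincubated 10 min at ambient with compound, then OMFP substrate added at 50 uM; 10 min reaction in 50 mM HEPES pH 7.5, 50 mM NaCl, 5 uM MgCl2, 0.05% BSA, 1 mM DTT. Fluorescence read at Ex 485/Em 525 nm.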
TRPV1 ag: HTS Assay for Compounds that Act as Agonists of the Vanilloid Receptor 1; TRPV1-expressing cells, Fluo-8 calcium influx, agonist mode; 320,000 compounds, 0.19% hits; activation, % at 8.33 µM; Transient receptor potential cation channel subfamily V member 1 (Homo sapiens), Q8NER1; in the data active = activation above about 80%; inconclusive = between about 30% and that limit; note: 0% is about no effect
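Fluo-8 calcium influx in TRPV1-expressing cells, kinetic read (ex 480/em 520 nm). Compound added and read 3 min for agonist activity, followed by capsaicin at EC20 final and 2 min further read for enhancement.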
p53 reactivation: qHTS assay for re-activators of p53 using a Luc reporter; H1299 p53-A138V BP100-luciferase reporter, luminescence, 24 h; Potency, µM (titrated, usually from 92.2 µM), for the others: top-dose activity change, positive = activation, actives largely listed as activators; 320,000 compounds, 0.063% hits; AID 504706, 2011; note: potency is the fitted concentration of half-maximal effect; % of control where 0% means no effect; nearly all actives have a fitted effect of over 45% in size
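p53-null H1299 cells stably carrying temperature-sensitive p53-A138V and a BP100-luciferase reporter were pinned with compounds (4-point, 1:5 series) and held 24 hrs at 37 deg C. Luminescence was read 10 min after detection reagent.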
B2AR arrestin: qHTS assay of beta-arrestin-biased ligands of beta2-adrenergic receptor; 330,000 compounds, 0.02% hits; Beta-2 adrenergic receptor (Homo sapiens), P07550; Potency, µM (top dose mostly 46.1 µM), for inactives: at the highest dose activation, actives largely listed as activators; beta-arrestin recruitment to beta2AR, cell-based reporter;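 note: potency is the fitted concentration of half-maximal effect; 0% = DMSO controls and full agonism = EC100 isoproterenol or metaproterenol; nearly all actives have a fitted effect of over 65% in size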
Target sequence (P07550 whole entry, looked up): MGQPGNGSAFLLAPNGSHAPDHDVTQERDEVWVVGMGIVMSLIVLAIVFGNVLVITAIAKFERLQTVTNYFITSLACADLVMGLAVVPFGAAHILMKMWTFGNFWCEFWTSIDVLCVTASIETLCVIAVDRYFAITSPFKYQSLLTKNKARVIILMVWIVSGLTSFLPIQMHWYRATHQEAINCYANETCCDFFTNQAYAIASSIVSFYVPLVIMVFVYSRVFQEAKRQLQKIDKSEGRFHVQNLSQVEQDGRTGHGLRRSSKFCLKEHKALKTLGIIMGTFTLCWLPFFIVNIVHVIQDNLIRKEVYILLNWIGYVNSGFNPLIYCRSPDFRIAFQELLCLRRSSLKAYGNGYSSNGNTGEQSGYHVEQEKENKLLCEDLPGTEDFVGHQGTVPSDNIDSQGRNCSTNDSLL
USP2a inh: qHTS Assay for Inhibitors of Ubiquitin-specific Protease USP2a Using CHOP2 as the Reporter | 330,000 compounds, 0.01% hits | USP2 core, Ub-CHOP2 coupled fluorogenic reporter, 485/531 | Ubiquitin carboxyl-terminal hydrolase 2 (Homo sapiens), O75604 | Potency, µM (titrated, usually from 38.3 µM), without a hit: at the highest dose activity change, negative = inhibition, usual class: inhibitors;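 note: potency is the fitted concentration of half-maximal effect; plate controls were DMSO wells for no effect and full inhibition by NEM control for full effect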
Target sequence (O75604 whole entry, looked up): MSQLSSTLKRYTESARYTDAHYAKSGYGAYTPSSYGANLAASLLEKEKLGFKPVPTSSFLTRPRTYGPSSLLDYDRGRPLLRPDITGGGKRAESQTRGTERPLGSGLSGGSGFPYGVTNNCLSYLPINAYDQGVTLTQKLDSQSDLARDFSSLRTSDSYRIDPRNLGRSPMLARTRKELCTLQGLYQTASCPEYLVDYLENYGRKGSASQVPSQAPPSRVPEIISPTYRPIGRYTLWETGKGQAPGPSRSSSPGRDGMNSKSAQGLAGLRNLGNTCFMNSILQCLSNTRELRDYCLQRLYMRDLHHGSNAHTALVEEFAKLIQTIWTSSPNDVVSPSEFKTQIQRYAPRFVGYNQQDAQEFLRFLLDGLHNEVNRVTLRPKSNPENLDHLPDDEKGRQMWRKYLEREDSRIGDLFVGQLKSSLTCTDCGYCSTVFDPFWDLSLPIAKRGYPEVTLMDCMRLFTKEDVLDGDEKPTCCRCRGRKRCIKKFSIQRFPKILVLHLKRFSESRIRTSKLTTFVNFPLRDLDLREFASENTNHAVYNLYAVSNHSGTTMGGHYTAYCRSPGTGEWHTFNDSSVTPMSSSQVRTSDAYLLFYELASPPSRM
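Cell-free coupled assay: 10nM USP2 core preincubated 30min RT with compound in Tris-HCl pH 8.0/CaCl2/CHAPS buffer, then 25nM Ub-CHOP2 and 25nM reporter substrate; fluorescence (Ex 485/Em 531) read after 60min RT, normalized to NEM inhibition, concentration-response curves fitted.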
a7 integrin act: qHTS for Activators of Integrin-Mediated Alleviation for Muscular Dystrophy | AID 624291, 2012 | alpha7betagal myoblasts, beta-gal FDG fluorescence, 48 h | Potency, µM (highest dose often 38.3 µM), for inactives: at the top dose activation, actives largely listed as activators | 350,000 compounds, 0.064% hits;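 note: potency is the fitted concentration of half-maximal effect; 100% = response of the positive control SU9516; nearly all actives have a fitted effect of over 60% in size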
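Alpha7betagal+/- myoblasts (passage 13) were plated 16-24 hr, then exposed to compounds (1:260 dilution of DMSO stock) for 48 hours at 37C. After MPER lysis, β-galactosidase reporter activity was read as FDG fluorescence (ex 480/em 540) after 30 minutes.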
uPA generation: qHTS for Inhibitors of Cell Surface uPA Generation. 330,000 compounds, 0.31% hits. AID 540303, 2011. Potency, µM (series often up to 38.3 µM), inactives show at the highest dose activity change, negative = inhibition, actives largely listed as inhibitors. cell surface uPA generation assay, qHTS; active = well fitted inhibition curve with a large enough effect; inconclusive = small, poorly fitted or top-dose-only effect; inactive = no such curve, though single readings can be large or run the other way; tested in mouse RAW 264.7 cells; note: potency is the fitted concentration of half-maximal effect; % is set by controls: 0 for no effect and ±100 for the full control effect; nearly all actives have a fitted effect of over 55% in size
BRCA1 expr act: qHTS Assay to Identify Small Molecule Activators of BRCA1 Expression; MCF7-BRCA1-FFLuc reporter, luminescence, 48 h; response scale: scaled: vehicle 0%, 10 µM genistein 100%; Potency, µM (highest dose often 46.1 µM), for the others: at the top dose activation, hits mostly activators; 380,000 compounds, 1.1% hits; note: potency is the fitted concentration of half-maximal effect; nearly all actives have a fitted effect of over 80% in size; some results filed as inactive show a strong effect at the top dose
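Reporter cells (MCF7, BRCA1 promoter-firefly luciferase) received library compounds across a concentration series for 48 h. End-point luminescence was measured and concentration-effect curves derived after normalization.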
S-ASM inh: Inhibitors of Secretory Acid Sphingomyelinase (S-ASM): qHTS | Sphingomyelin phosphodiesterase (Homo sapiens), P17405 | placental ASM, HMU-PC fluorogenic substrate, 60 min | Potency, µM (top dose mostly 57.5 µM), for the others: at the highest dose activity change, negative = inhibition, most hits filed as inhibitors | 340,000 compounds, 0.006% hits | AID 504937, 2011; note: potency is the fitted concentration of half-maximal effect
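Human placenta-derived ASM enzyme was preincubated with compound for 10 minutes at room temperature, then given fluorogenic substrate HMU-PC0 (9 uM final) for 60 minutes at 37 °C; a pH 10 stop preceded fluorescence reading at Ex 386/Em 447 nm.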
TSG101-PTAP inh: qHTS Assay for Iinhibitors of HIV-1 Budding by Blocking the Interaction of PTAP/TSG101. Tumor susceptibility gene 101 protein (Homo sapiens), Q99816. Fluorescence polarization, FITC-PTAP peptide / Tsg101 binding. Potency, µM (titrated, usually from 115 µM), for the others: at the highest dose activity change, negative = inhibition, most hits filed as inhibitors. 340,000 tested, under 10 active. AID 493005, 2010; active = well fitted inhibition curve with a large enough effect in the main read-out, with a control signal flat, not every such curve was filed as active; inconclusive = small, poorly fitted or top-dose-only effect, or effect the other way, or a change in a side signal; inactive = no such curve, though single readings can be large or run the other way; note: potency is the fitted concentration of half-maximal effect; % of control where 0% means no effect
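Fluorescence anisotropy tracks displacement of a FITC-tagged PTAP peptide (50 nM) from the Tsg101 binding domain (10 uM), following a 20 min room-temperature incubation at pH 7.5.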
Starred values were filed as active, the others as inactive; ? = inconclusive; . = no result given; [ ] = dose if it differs, or a comment. Unless noted, calls come from the whole dose curve; as a rule, active = well fitted curve in the direction sought with a large enough effect; inconclusive = small, poorly fitted or top-dose-only effect, or another doubt; inactive = no such curve, though single readings can be large; an effect the other way counts as inactive or inconclusive.

cpd	canonical_smiles	ELG1 genotox	Eya2 phos inh	TRPV1 ag	p53 reactivation	B2AR arrestin	USP2a inh
1	COc1ccc(C(C)=O)cc1COC(=O)CNC(=O)c1ccc(Cl)cc1	0%	1%	-5	6%	0.1%	4%
2	CC1CC(C)CN(C(=O)COC(=O)C2CCN(S(=O)(=O)c3c(Cl)cccc3Cl)CC2)C1 (stereo not given)	1%	-26%	13	-5%	0.0%	1%
3	COc1ccc(C(=O)NCCN(C)C)c2nc3ccccc3cc12	.	.	.	.	.	.
4	CCOC(=O)c1ccc(NC(=O)CC2C(=O)N(c3cccc(OC)c3)C(=O)N2CCOC)cc1 (stereo not given)	1%	-18%	0	-5%	-0.1%	1%
5	O=C(CCCOc1ccc(Br)cc1)Nc1ccc(S(=O)(=O)N2CCOCC2)cc1	0%	24%	17	-8%	0.1%	4%
6	COc1ccccc1C1c2[nH]c3ccccc3c2CCN1Cc1ccc(NC(C)=O)s1 (stereo not given)	-2%	?	1	0%	0.7%	-5%
7	Cc1ccc(Cn2c(Sc3ncccn3)nc3c2c(=O)[nH]c(=O)n3C)cc1	-10%	-20%	0	-13%	-0.1%	-2%
8	N#Cc1c(SCC(=O)Nc2ccc(Cl)cc2Cl)sc2c(O)cc(=O)[nH]c12	3%	3%	3	11%	0.3%	5%
9	COc1cccc(-c2cc(C(F)(F)F)nc(NCc3ccco3)n2)c1	-3%	-22%	20	11%	-0.7%	0%
10	CCC(Oc1ccccc1)C(=O)NC1C(=O)N2C1SC(C)(C)C2C(=O)O (stereo not given)	-4%	-3%	-1	12%	-0.3%	0%
11	Cc1ccc(N2NC(=O)/C(=C/C=C/c3ccco3)C2=O)cc1C	15%	-2%	1	0%	-0.3%	0%
12	COCCNC(=O)c1cc(Sc2nnc(C)s2)nc2ccccc12	-4%	-1%	-7	-2%	-0.3%	-1%

cpd	a7 integrin act	uPA generation	BRCA1 expr act	S-ASM inh	TSG101-PTAP inh
1	9%	-4%	43%	2%	0%
2	8%	3%	-5%	0%	-1%
3	-53%[inhibitor]	-12%	-86%	-4%	-7%
4	-10%	-3%	-17%	1%	-5%
5	16%	0%	-9%	?	-9%
6	-33%	3%	-59%	0%	2%
7	-19%	-4%	-5%	3%	0%
8	-14%	1%	-2%	-21%	-1%
9	-22%	-2%	3%	-7%	-3%
10	?	1%	-12%	3%	-4%
11	-32%	0%	-9%	-7%	1%
12	.	.	.	.	.

Following part.
cpd	canonical_smiles	ELG1 genotox	Eya2 phos inh	TRPV1 ag	p53 reactivation	B2AR arrestin	USP2a inh
13	CCC(=O)c1ccc(OCC(=O)OCC(=O)N2CCc3ccccc32)cc1	0%	21%	0	-3%	0.2%	-1%
14	COCC(=O)N[C@@H]1c2ccccc2CC[C@@H]1OCc1ccccc1	7%	0%	.	-1%	0.0%	3%
15	O=C(COC(=O)c1ccc(F)c(S(=O)(=O)N2CCOCC2)c1)c1ccccc1	5%	-17%	.	6%	0.1%	?
16	CCN(CC)P(=O)(c1ccccc1)c1c(C)nc2ccccn12 (stereo not given)	0%	7%	3	2%	-0.9%	0%
17	COc1cc(C(c2c(O)cc(C)[nH]c2=O)c2c(O)cc(C)[nH]c2=O)ccc1O	-2%	0%	2	1%	-0.3%	2%
18	COC(=O)c1ccc(CSc2nnc(N)s2)o1	0%	-9%	-5	0%	-1.7%	1%
19	CCC(=O)N1c2ccccc2NC2=C(C(=O)CC(C)(C)C2)C1c1ccc(O)c(OC)c1 (stereo not given)	0%	5%	-2	-3%	-1.7%	1%
20	COc1ccc(C(=O)OCC(=O)NCCCc2ccccc2)cc1[N+](=O)[O-]	0%	-6%	12	2%	0.0%	0%
21	CCC1=C(OC(=O)N(CC)CC)N2C(=O)OC(=NCCOC)[C@]2(Cc2ccccc2)[C@H]2C1=CC[C@H]1C(=O)NC(=O)[C@H]12	1%	3%	7	-5%	-0.7%	0%
22	Cc1ccc(C(C[N+](=O)[O-])c2c(C)cc3ccccn23)cc1 (stereo not given)	1%	0%	-3	-26%	0.0%	-1%
23	Brc1ccc(C2=CC(c3ccco3)n3nnnc3N2)cc1 (stereo not given)	13%	2%	1	1%	-0.3%	7%
24	O=C(NCc1ccccc1Br)c1cccc2c1C(=O)c1ccc(N3CCC(Cc4ccccc4)CC3)cc1S2(=O)=O	0%	-8%	.	-3%	0.5%	4%

cpd	a7 integrin act	uPA generation	BRCA1 expr act	S-ASM inh	TSG101-PTAP inh
13	13%	16%	-9%	-3%	2%
14	11%	-2%	-1%	-1%	1%
15	-20%	18%	20%	3%	-7%
16	9%	1%	2%	2%	-5%
17	-16%	6%	12%	9%	-9%
18	22%	-2%	4%	2%	-1%
19	-28%	-5%	-22%	11%	-7%
20	-11%	-2%	-17%	-2%	-5%
21	-32%	-1%	5%	11%	.
22	-28%	?	-27%	-2%	2%
23	5%	?	-54%	3%	-1%
24	1%	2%	-17%	-1%	?

Part of the list above in order of SMILES length, rising.
cpd	canonical_smiles	ELG1 genotox	Eya2 phos inh	TRPV1 ag	p53 reactivation	B2AR arrestin	USP2a inh
18	COC(=O)c1ccc(CSc2nnc(N)s2)o1	0%	-9%	-5	0%	-1.7%	1%
16	CCN(CC)P(=O)(c1ccccc1)c1c(C)nc2ccccn12 (stereo not given)	0%	7%	3	2%	-0.9%	0%
22	Cc1ccc(C(C[N+](=O)[O-])c2c(C)cc3ccccn23)cc1 (stereo not given)	1%	0%	-3	-26%	0.0%	-1%
24	O=C(NCc1ccccc1Br)c1cccc2c1C(=O)c1ccc(N3CCC(Cc4ccccc4)CC3)cc1S2(=O)=O	0%	-8%	.	-3%	0.5%	4%

cpd	a7 integrin act	uPA generation	BRCA1 expr act	S-ASM inh	TSG101-PTAP inh
18	22%	-2%	4%	2%	-1%
16	9%	1%	2%	2%	-5%
22	-28%	?	-27%	-2%	2%
24	1%	2%	-17%	-1%	?

(cont.)
cpd	canonical_smiles	ELG1 genotox	Eya2 phos inh	TRPV1 ag	p53 reactivation	B2AR arrestin	USP2a inh
25	COc1ccc(NC(=O)CSCC(=O)OCc2cccc(OC)c2OC)cc1	2%	35%	9	-2%	0.0%	2%
26	Cc1noc(C)c1C(=O)NCCCc1ccccc1	0%	-23%	-1	-2%	0.0%	3%
27	O=C(Nc1ccc2c(c1)OCO2)c1ccncc1	9%	14%	3	?	-0.6%	-1%
28	Cc1ccc(C(=O)c2ccccc2C(=O)OCC(=O)NCCc2ccc(Cl)cc2Cl)cc1	-4%	-2%	13	-2%	-0.3%	3%
29	Cc1c(C(=O)NCCN2CCOCC2)oc2ccccc12	14%	14%	-13	41%	-0.2%	2%
30	O=C(CCCn1cnc([N+](=O)[O-])n1)Nc1cc(Cl)ccc1O	-3%	2%	6	5%	0.0%	5%
31	COc1cccc(NC(=O)CN(C)C(=O)CC(C)c2ccccc2)c1 (stereo not given)	-13%	2%	23	-4%	-0.3%	0%
32	COc1cccc(N(C(=O)CCl)C(C(=O)NCCc2ccccc2)c2cccs2)c1 (stereo not given)	-17%	-3%	9	-23%	-0.9%	0%
33	Cc1cc(=O)n2c(nc3ccccc32)[nH]1	5%	-7%	-1	-1%	3.6%	-2%
34	COc1ccccc1-c1nc(-c2cccc(C)c2)no1	1.2µM*	1%	22	?	0.0%	2%

cpd	a7 integrin act	uPA generation	BRCA1 expr act	S-ASM inh	TSG101-PTAP inh
25	4%	3%	12%	-2%	-1%
26	3%[7.66 µM]	.	21%	-2%	0%
27	-21%	-3%	55%	-1%	-7%
28	-5%	2%	-35%	-10%	1%
29	-22%	-2%	20%	2%	-3%
30	15%	0%	-22%	-1%	1%
31	13%	2%	-9%	4%	-3%
32	-55%[inhibitor]	-12%	-92%	9%	-2%
33	20%	.	12%	1%	0%
34	-8%	-7%	-36%	-10%	-7%
